Rtt109 HAT inh – inhibitors of Candida albicans Rtt109/Vps75 histone acetyltransferase; Q5AAJ8; purified Rtt109/Vps75, ThioGlo CoA-SH fluorescence, 4 h; inhibition, % at 34.9 µM; hit rate 0.16% among 330,000;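 active = inhibition of at least 50% in every replicate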
Target sequence (Q5AAJ8 whole entry, looked up): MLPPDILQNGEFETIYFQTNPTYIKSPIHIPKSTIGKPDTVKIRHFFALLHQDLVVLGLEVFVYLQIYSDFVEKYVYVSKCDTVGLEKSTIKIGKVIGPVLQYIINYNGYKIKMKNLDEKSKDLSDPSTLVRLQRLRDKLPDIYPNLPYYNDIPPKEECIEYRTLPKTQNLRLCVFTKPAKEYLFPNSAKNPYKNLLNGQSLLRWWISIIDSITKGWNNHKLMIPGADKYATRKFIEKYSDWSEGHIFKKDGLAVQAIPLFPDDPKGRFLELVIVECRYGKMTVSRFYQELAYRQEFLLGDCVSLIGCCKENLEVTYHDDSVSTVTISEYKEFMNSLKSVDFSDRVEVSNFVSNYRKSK
Ecoli viability – counter-screen for AddAB inhibitors: E. coli growth inhibition; E. coli V3065 growth, OD600 absorbance, 18 h; inhibition, % at 11.9 µM; hit rate 0.27% among 330,000; AID 449728;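 active = inhibition above the campaign's mean inhibition across all tested compounds plus 3 SD, cut at about 9.9% in these data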;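 note: uninfected addAB+ strain grown without phage in ampicillin broth; 0% = DMSO wells and 100% = ciprofloxacin 0.95 µg/ml wells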
PfHsp90 yeast 2 – reduces growth (ATP signal) of yeast expressing P. falciparum Hsp90; S. cerevisiae expressing PfHsp90, BacTiter-Glo ATP, 48 h; yeast lacking PDR1 and PDR3 efflux regulators; inhibition, % at 9.4 µM; hit rate 0.32% among 310,000;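 active = every replicate shows inhibition above about 80%, whatever the replicate mean, limit read from the data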;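 note: 0% = DMSO neutral controls and 100% = 20 µM radicicol positive controls; yeast relying on Plasmodium falciparum Hsp90 in place of its own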
Wnt bcat act – Wnt/beta-catenin pathway activation. Wnt/beta-catenin reporter cell assay, activator, plate reader. activation, % at 9.35 µM. hit rate 1.2% among 300,000. AID 743398; in the data active = activation above about 30%, passing the limit was not always enough;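 note: 0% = neutral control wells and 100% = positive control wells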
DAGLB inh – blocks human DAGLB lipase activity. HEK293T DAGLB membrane lysate, EnzChek fluorogenic substrate. inhibition, % at 5.17 µM. hit rate 0.059% among 340,000; in the data active = inhibition above about 34%;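 note: 0% = enzyme with vehicle and 100% = wells lacking enzyme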
Target sequence (Q8NCG7 whole entry, looked up): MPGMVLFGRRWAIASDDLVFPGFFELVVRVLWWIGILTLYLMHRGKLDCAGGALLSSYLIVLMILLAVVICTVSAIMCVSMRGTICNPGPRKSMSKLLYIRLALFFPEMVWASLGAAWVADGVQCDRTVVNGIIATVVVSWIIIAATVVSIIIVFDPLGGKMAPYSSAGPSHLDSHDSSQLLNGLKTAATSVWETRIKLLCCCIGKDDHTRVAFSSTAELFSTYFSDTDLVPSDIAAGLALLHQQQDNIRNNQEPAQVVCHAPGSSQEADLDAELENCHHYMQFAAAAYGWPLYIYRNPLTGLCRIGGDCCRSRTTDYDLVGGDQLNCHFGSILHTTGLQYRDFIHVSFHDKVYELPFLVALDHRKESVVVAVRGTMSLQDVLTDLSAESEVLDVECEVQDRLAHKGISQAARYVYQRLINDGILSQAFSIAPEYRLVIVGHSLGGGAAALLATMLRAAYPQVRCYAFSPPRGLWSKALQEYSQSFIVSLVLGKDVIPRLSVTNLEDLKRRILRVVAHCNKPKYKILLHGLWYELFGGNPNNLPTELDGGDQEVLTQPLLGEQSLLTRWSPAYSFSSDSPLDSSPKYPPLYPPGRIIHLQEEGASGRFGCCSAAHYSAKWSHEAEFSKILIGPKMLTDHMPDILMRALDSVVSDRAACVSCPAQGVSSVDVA
Tat transport – blocks Tat-dependent protein export in E. coli | E. coli MC4100 TorA-mCherry Tat export, fluorescence | inhibition, % at 10 µM | hit rate 0.036% among 340,000;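 active = mean replicate inhibition at least 50% and at least half of replicates individually reaching 50%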;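 note: exported cargo escapes ClpAP degradation while cytoplasmic cargo is degraded and loses fluorescence; 0% = median of neutral control wells and 100% = median of NaSCN control wells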
AddAB inh – less growth of phage-infected E. coli with AddAB. E. coli expressing H. pylori AddAB, absorbance growth. inhibition, % at 11.9 µM. hit rate 0.29% among 330,000; in the data active = inhibition above about 12%;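 note: 0% = vehicle wells of infected cells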
PvdQ acylase – blocks Pseudomonas aeruginosa PvdQ acylase activity | purified PvdQ acylase, fluorescence plate reader | inhibition, % at 10 µM | hit rate 0.063% among 340,000 | AID 488965; in the data active = inhibition above about 30%, passing the limit was not always enough;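 note: 0% = vehicle neutral wells and 100% = reference inhibitor wells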
CAL PDZ inh – human CAL PDZ-peptide interaction inhibition. AID 504414. hit rate 0.02% among 330,000. Q9HD26. purified CAL PDZ, TMR-peptide fluorescence polarization, 1 h. inhibition, % at 20 µM;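 active = highest replicate inhibition of at least 40%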;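 note: plate controls were DMSO neutral control wells for no effect and unlabeled competitor peptide control wells for full effect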
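Test system: purified CerCALP PDZ construct; Compound dosing: one concentration, 20 µM compound; Also added: TMR-labelled reporter peptide T*-PRC34 bound in PDZ groove; Read-out: inhibition from polarization loss; Controls: unlabelled peptide and DMSO controls; Signal: FP readout, S and P plane fluorescence; Incubation: 1 h at RT.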
phage Ecoli inh – E. coli growth loss with phage present. growth absorbance. inhibition, % at 11.9 µM. hit rate 0.26% among 360,000; in the data active = inhibition above about 11%
The depositor's hits bear a star; i = inactive; x = no result given.

SMILES | Rtt109 HAT inh | Ecoli viability | PfHsp90 yeast 2 | Wnt bcat act | DAGLB inh | Tat transport | AddAB inh | PvdQ acylase | CAL PDZ inh | phage Ecoli inh
CCN(CC)C(=O)C(=O)N/N=C/c1cccc(Br)c1 | 3.1 | -0.5 | 28.1 | 1.8 | 1.8 | 2.1 | -2.5 | -25.0 | -1.4 | 0.0
CN(C(=O)COC(=O)Cc1c(Cl)cccc1Cl)c1c(N)n(Cc2ccccc2)c(=O)[nH]c1=O | -10.4 | -1.3 | 10.4 | -2.5 | -0.1 | 2.3 | -1.9 | -5.7 | -2.2 | 1.1
COc1ccccc1Oc1ccc(S(=O)(=O)N2CCN(C)CC2)cc1 | 4.2 | -0.7 | x | -0.5 | 1.0 | 7.5 | -0.2 | 7.8 | -0.8 | -1.7
O=C(COc1ccccc1Cl)N1CCCCCCC1 | -9.2 | 2.2 | 14.9 | -1.2 | -2.4 | 1.9 | 5.7 | -1.5 | 4.8 | 1.1
CN(C)/C=C(/C(=O)c1ccccc1)n1cncn1 | 0.4 | 2.6 | 31.5 | -1.7 | -1.7 | -1.9 | 1.1 | -12.7 | -1.3 | 2.2
Cn1c(/N=C/c2c(O)ccc3ccccc23)nc2ccccc21 | 1.5 | 0.5 | -30.7 | x | 2.0 | -0.9 | -0.3 | -8.6 | 0.4 | -0.9
COc1cccc(/C=N/NC(=O)NC2CCCCC2)c1O | 9.2 | -1.7 | -6.2 | 16.6 | 1.9 | 1.4 | -0.7 | 6.0 | -0.5 | 1.4
CC1=NN(c2ccc(Cl)c(C(=O)O)c2)C(=O)/C1=C\c1ccc(-c2ccc(C(=O)O)cc2)o1 | 2.8 | x | -8.7 | 3.2 | 1.4 | 3.8 | x | -3.4 | -2.3 | 3.2
O=C(NC1CCCC1)C(c1ccncc1)N(CC1CCCO1)C(=O)Cn1nnc(-c2cccs2)n1 (stereo not given) | -1.5 | -0.6 | 0.1 | -9.2 | -1.2 | 2.4 | 1.5 | -5.8 | 0.2 | 2.6
FCCCOc1ccc(-c2nccc(-c3ccccn3)n2)cc1 | -1.2 | 0.5 | 7.2 | 2.8 | -15.2 | 3.1 | 1.0 | -6.7 | -1.7 | 1.6
O=c1c2ccccc2nc(SCCN2CCCCC2)n1CCc1ccccc1 | -3.3 | -3.0 | 1.6 | -9.5 | -6.4 | -7.8 | 1.4 | -13.5 | -2.5 | 3.5
CCn1c(=O)cc(SCC(=O)Nc2ccc(Cl)cc2)c2ccccc21 | -1.2 | 0.3 | -0.1 | -0.8 | -6.0 | 2.6 | 2.3 | 2.8 | -2.2 | 2.5
COc1coc(C(O)CN)cc1=O (stereo not given) | x | 0.9 | -4.2 | x | 2.7 | -7.0 | -1.9 | -12.1 | -1.4 | 2.7
O=C(NCC(=O)N1CCCCCCC1)c1ccccc1Cl | 9.0 | 0.2 | 20.5 | 12.1 | 1.8 | 13.5 | 2.2 | -0.7 | -1.1 | 0.7
O=C(c1ccc([N+](=O)[O-])s1)N1CCN(c2cccc(Cl)c2)CC1 | 8.2 | -1.8 | -2.0 | -2.3 | -7.2 | -32.9 | 0.0 | -2.8 | -1.7 | 0.7
Cc1ccc(NC(=O)C2CC(=O)Nc3ncnn32)c(C)c1 (stereo not given) | -1.8 | 1.7 | 18.2 | -0.2 | 2.7 | -1.5 | 2.1 | -9.9 | -1.2 | -0.1
Cn1c(C(=O)NCC2CCCO2)cc2c(=O)n3ccccc3nc21 (stereo not given) | i | 0.0 | -18.8 | 9.2 | -2.1 | -7.6 | 1.7 | -28.1 | -1.8 | 1.7
Cc1cccc(-n2cc(CNCCc3nc(C)cc(C)n3)c(-c3cccc(F)c3)n2)c1 | -1.0 | -1.1 | 12.4 | 11.9 | -0.5 | 12.1 | -2.0 | -7.2 | -6.6 | 1.3
O=C1Nc2ccccc2C12OCC1(CO2)COC2(OC1)C(=O)Nc1ccccc12 (stereo not given) | 1.8 | 2.8 | 5.5 | x | 1.9 | 9.1 | 2.6 | -5.7 | -1.4 | 3.2
CC(C)C(=O)NCCCc1ccccc1 | -2.2 | -0.7 | -3.0 | x | -1.4 | -2.5 | 0.0 | -4.0 | 0.5 | 3.5
NC(=O)c1ccccc1NC(=O)c1cc(S(=O)(=O)N2CCCCC2)ccc1N1CCOCC1 | -1.1 | 1.9 | -33.5 | -0.7 | -0.8 | -0.6 | 0.9 | -6.5 | -0.2 | 5.2
CC(c1cccnc1)N(CCN(C)C)C(=O)Nc1ccc(Cl)cc1 (stereo not given) | -1.7 | 1.6 | -10.3 | 1.9 | -0.9 | -3.3 | -0.7 | -23.9 | -1.4 | 3.1
CNC(=O)CCn1nc(-c2ccc(Cl)cc2)c2ccccc2c1=O | -1.1 | -1.0 | -7.0 | x | -1.4 | -19.6 | 0.7 | 8.9 | x | 2.3
CC1CCCCN1C(=O)Cn1c(=O)n(-c2ccc(F)cc2)c(=O)c2sccc21 (stereo not given) | -9.0 | 1.0 | -29.7 | -1.4 | -0.9 | -5.3 | 0.3 | 4.2 | 0.6 | 1.9
COc1ccc(N2CCN(C(=O)CSc3nc4cc(OC)c(OC)cc4cc3C#N)CC2)cc1 | -9.6 | -0.8 | 2.7 | -4.4 | 2.8 | -9.0 | -0.2 | -8.0 | -2.7 | 2.9
c1ccc2c(c1)Nc1nccnc1S2 | -2.5 | -1.5 | -10.2 | 19.6 | 0.2 | -18.0 | 0.2 | -7.8 | 0.1 | 2.7
O=C(c1cc2ccccc2oc1=O)N(Cc1ccccc1)Cc1ccc2c(c1)OCO2 | 4.3 | -1.3 | -17.0 | -1.2 | 1.5 | -3.1 | 2.9 | 0.5 | -0.1 | 1.7
C=CCOc1ccc(C2C(C(=O)c3ccco3)=C(O)C(=O)N2CCCN(CC)CC)cc1 (stereo not given) | -0.1 | 1.8 | -5.7 | 13.0 | 1.8 | -5.7 | 1.3 | -3.0 | -2.3 | -0.1
COc1cc2nc(N(CCN(C)C)C(=O)c3ccc(S(=O)(=O)N(C)CC4CCCO4)cc3)sc2cc1OC (stereo not given) | 5.7 | 0.7 | -27.0 | -1.6 | 0.9 | 0.8 | 0.9 | -7.0 | -0.6 | -0.4
Cc1cccc(-n2nnnc2SCC(=O)Nc2cccc(S(N)(=O)=O)c2)c1 | 7.0 | -1.6 | -10.0 | -1.9 | 1.1 | 3.6 | 0.2 | -7.0 | -0.2 | 2.7
C#CCN(C(=O)Nc1ccccc1)c1ccccc1 | -7.4 | -0.3 | 22.0 | x | -1.3 | -4.8 | 2.7 | 6.6 | -0.2 | 3.2
Fc1ccc(CSc2ncnc3ccccc23)cc1 | -3.0 | 3.3 | -9.3 | -0.8 | -2.8 | 6.3 | 1.4 | -9.3 | -1.7 | 3.0
O=C1NC2c3ccccc3C(=O)N2c2c1cnn2-c1ccccc1 (stereo not given) | -7.3 | 0.5 | 2.4 | 1.7 | -3.5 | -5.8 | 2.6 | 7.8 | 0.4 | -2.1
CC(=O)Nc1ccc(OCC(O)Cn2cnc3ccccc32)cc1 (stereo not given) | -1.0 | -3.2 | x | -3.2 | -0.9 | -4.9 | 3.8 | -8.7 | -1.7 | 5.0
CN1CCN(NC(=O)C2CC2)CC1 | 10.1 | 3.3 | 12.8 | -5.4 | 1.7 | 4.6 | 0.9 | -8.2 | -6.7 | 0.6
COCC(=O)Nc1nnc(SCC(=O)N2C(C)CCCC2C)s1 (stereo not given) | -5.3 | -0.4 | -33.6 | 0.2 | 0.4 | 2.5 | 1.0 | -2.1 | -1.2 | -0.6
Cc1ccccc1Nc1c([N+](=O)[O-])cncc1[N+](=O)[O-] | 5.9 | -0.1 | -7.9 | 2.8 | -1.0 | -13.5 | 2.0 | 18.5 | -0.7 | 0.5
COC(=O)C1C/C(=N\NS(=O)(=O)c2ccc(C)cc2)c2sccc2C1 (stereo not given) | 4.5 | 0.3 | -10.1 | -5.0 | 1.1 | 9.4 | -0.7 | -8.1 | -2.5 | 1.6
c1csc(Cc2nc(-c3ccc(-n4cccc4)cc3)no2)c1 | 4.0 | -1.6 | -10.6 | -1.7 | -13.8 | 5.3 | -0.9 | 3.4 | -1.3 | 0.8
CCN(CC)CCOc1c(Br)ccc2c1sc1nc3n(c(=O)c12)CCC3 | 17.9 | -2.1 | 18.8 | 0.7 | -3.2 | -2.7 | 2.6 | -5.4 | -4.2 | 4.5

The list goes on; it opens with the 2 that closed the last part.
SMILES | Rtt109 HAT inh | Ecoli viability | PfHsp90 yeast 2 | Wnt bcat act | DAGLB inh | Tat transport | AddAB inh | PvdQ acylase | CAL PDZ inh | phage Ecoli inh
c1csc(Cc2nc(-c3ccc(-n4cccc4)cc3)no2)c1 | 4.0 | -1.6 | -10.6 | -1.7 | -13.8 | 5.3 | -0.9 | 3.4 | -1.3 | 0.8
CCN(CC)CCOc1c(Br)ccc2c1sc1nc3n(c(=O)c12)CCC3 | 17.9 | -2.1 | 18.8 | 0.7 | -3.2 | -2.7 | 2.6 | -5.4 | -4.2 | 4.5
COc1ccc(C(NC(=O)C2CCCCC2)c2c(O)ccc3ccccc23)cc1 (stereo not given) | -3.2 | -1.5 | 17.4 | -9.3 | -4.1 | -4.8 | 0.2 | -5.8 | -1.0 | 5.6
O=S(=O)(c1ccc(F)cc1)c1nc(-c2ccco2)oc1Nc1ccccc1 | -4.8 | -4.2 | -19.0 | 5.1 | -9.1 | -2.2 | -1.8 | 5.0 | -3.0 | 6.2
CCN(c1ccccc1)S(=O)(=O)c1ccc(C(=O)N(CCCN(C)C)c2nc3c(C)cccc3s2)cc1 | 33.7 | 0.0 | 1.9 | -0.4 | -1.3 | 9.0 | 0.6 | 3.2 | -0.9 | 0.6
O=c1oc2ccc3ccccc3c2cc1-c1nc2ccccc2o1 | 1.8 | 2.4 | 31.4 | x | -2.0 | -2.3 | 0.9 | -3.7 | -0.6 | -2.0
O=C(c1cccc([N+](=O)[O-])c1)c1ccc2c(c1)C(=O)NC2=O | -11.4 | 0.6 | -46.3 | x | x | 3.2 | -0.5 | -8.8 | -1.3 | 4.5
COc1ccc(N2CCN(C(=O)c3ccc(S(=O)(=O)N4CCCCCC4)cc3)CC2)cc1 | 5.8 | x | 16.0 | -2.1 | -0.2 | 2.2 | x | 6.7 | -2.6 | 1.5
COCCNC(=S)NC1CC2CCCC(C1)N2Cc1ccco1 (stereo not given) | 1.6 | 2.4 | 0.0 | x | 3.3 | 2.2 | 0.9 | 4.5 | 0.1 | 0.1
CCOC(=O)c1csc(N)c1-c1ccc([N+](=O)[O-])cc1 | -1.8 | 0.8 | 8.4 | 1.8 | -2.6 | -2.8 | -1.1 | -18.0 | 0.4 | -1.5
O=C(NCCn1c(-c2ccncc2)nc2ccccc21)[C@H]1CCCN1c1nc(CN2CCCCC2)cs1 | -3.6 | -2.6 | 13.2 | 9.4 | 0.4 | 7.8 | 4.4 | -16.9 | -0.4 | 2.6
CC(=O)N1CCN(C(=O)COC(=O)COc2c(C)cc(C)cc2C)CC1 | 4.2 | -0.3 | -19.1 | 2.2 | -7.3 | 2.0 | -0.2 | -17.8 | -0.8 | 2.3
CC(CNC(=O)c1ccc(C#N)cc1)NC(=O)c1ccc(C#N)cc1 (stereo not given) | -0.6 | x | 0.4 | -0.8 | 0.6 | -2.8 | x | 2.3 | 0.2 | 1.1
CCCCC1CCC(C(=O)N(C)CC(=O)Nc2cccc(OC)c2)CC1 (stereo not given) | 2.6 | 2.3 | 10.2 | -0.4 | -2.7 | 6.4 | 0.9 | -8.9 | 0.3 | 3.4
Cc1ccc(-c2nn(Cc3ccccc3)cc2/C=C/C(=O)O)cc1 | 6.8 | -1.5 | 20.7 | x | 6.5 | 0.8 | -0.3 | -6.5 | -0.1 | 1.9
O=C(Cc1cn2ccsc2n1)NCc1ccccc1 | -3.0 | -1.4 | 32.4 | 0.0 | -2.2 | 5.3 | -1.9 | -9.3 | -3.2 | 3.8
